High-throughput results (PubChem)
OX1R antag-1: OX1R (HCRTR1) antagonists, primary screen, fluorescence, CHO/OX1R cells, Fluo-8 calcium, orexin A. Orexin/Hypocretin receptor type 1 (Homo sapiens), O43613. hit rate 0.43% among 330,000. Fluo-8 calcium fluorescence. AID 434989, 2010. inhibition, % at 5 µM;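 active means inhibition above its plate's threshold, mean inhibition of all tested compounds on the plate plus 3 SD, cut at about 37% in these data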;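 further: 0% = orexin A challenge wells and 100% = SB-334867-A antagonist wells; not every result past the cut was called active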
Target sequence (O43613 whole entry, looked up): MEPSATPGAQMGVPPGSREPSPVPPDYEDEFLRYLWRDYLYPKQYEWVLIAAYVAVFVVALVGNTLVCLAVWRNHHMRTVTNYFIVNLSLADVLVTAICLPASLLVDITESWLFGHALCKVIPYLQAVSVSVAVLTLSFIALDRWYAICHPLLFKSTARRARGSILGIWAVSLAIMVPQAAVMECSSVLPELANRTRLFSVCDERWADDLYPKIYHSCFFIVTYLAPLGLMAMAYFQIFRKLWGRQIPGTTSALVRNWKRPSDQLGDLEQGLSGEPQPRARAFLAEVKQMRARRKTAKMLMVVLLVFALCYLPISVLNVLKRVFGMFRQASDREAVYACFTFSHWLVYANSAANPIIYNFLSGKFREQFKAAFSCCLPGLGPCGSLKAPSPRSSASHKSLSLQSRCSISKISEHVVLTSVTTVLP
OX1R antag-2: antagonists of human orexin 1 receptor (OX1R) | Orexin/Hypocretin receptor type 1 (Homo sapiens), O43613 | OX1R-expressing cells, FRET antagonist read-out | inhibition, % at 6.6 µM | hit rate 1.8% among 330,000 | AID 485270, 2010; in the data active means inhibition mostly above about 38%, no sharp cut-off; inactive means mostly below about 40%;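 further: 0% = agonist challenge alone and 100% = reference antagonist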
The depositor's hits bear a star.

SMILES | OX1R antag-1 | OX1R antag-2
COc1cc2[nH]c(=O)n(CCC(=O)N3CCC(N4CCCCC4)CC3)c(=O)c2cc1OC | -5 | 5
COCC1CCCN(C(=O)c2ccc3nc(Cc4cccc(Cl)c4)oc3c2)C1 (configuration not stated) | -14 | -1
CCn1c(/C=C/c2cccc([N+](=O)[O-])c2)nc2ccccc2c1=O | -29 | 18
COc1cccc(N(CC(=O)N2CCCC2)S(C)(=O)=O)c1 | -6 | 13
COc1ccc(NC(=S)c2ccccc2)cc1 | -7 | 7
Cc1cccc(NC(=O)CCC2CCN(C(=O)c3ccc(C)s3)CC2)c1 | -14 | 15
Cn1c(SCC(=O)NC2CCCC2)nnc1-c1ccc(S(=O)(=O)N2CCOCC2)cc1 | -16 | 6
O=C1c2ccccc2CC1Sc1nnc(-c2ccncc2)o1 (configuration not stated) | -8 | 18
COC(=O)c1ccc(N=Cc2c(C(F)(F)F)[nH][nH]c2=O)cc1 | -7 | 7
COc1cccc(N=Nc2c(N)[nH][nH]c2=O)c1 | 9 | 56
Cn1c(N)c(C(=O)COC(=O)c2ccc(-c3ccccc3)cc2)c(=O)n(C)c1=O | 22 | 22
O=C1CC(c2ccc(Cl)c([N+](=O)[O-])c2)c2ccc3ccccc3c2N1 (configuration not stated) | -36 | 14

Profiles, quoted from the list. Order of screens: OX1R antag-1 | OX1R antag-2
`CCn1c(/C=C/c2cccc([N+](=O)[O-])c2)nc2ccccc2c1=O` in the list: -29 | 18
`COCC1CCCN(C(=O)c2ccc3nc(Cc4cccc(Cl)c4)oc3c2)C1` (configuration not stated) in the list: -14 | -1
`Cc1cccc(NC(=O)CCC2CCN(C(=O)c3ccc(C)s3)CC2)c1` in the list: -14 | 15
`Cn1c(N)c(C(=O)COC(=O)c2ccc(-c3ccccc3)cc2)c(=O)n(C)c1=O` in the list: 22 | 22

(cont.)
SMILES | OX1R antag-1 | OX1R antag-2
O=C(NCc1cccnc1)c1cnc2n(c1=O)CCS2 | -1 | -1
COC(=O)c1cc(S(=O)(=O)NCCN2CCN(c3ccccc3F)CC2)c[nH]1 | -19 | 14
CCCCCCn1c(=O)[nH]c2c(c1=O)CCC2 | -21 | 0
CCN(CC(=O)Nc1c(F)cccc1F)C(=O)CNC(=O)COc1ccccc1 | -1 | 23
Cc1ccc(NC(=O)CCN2C(=O)c3ccccc3C2=O)cc1 | -15 | 4
CC(=O)c1ccc(NC(=S)NCC(c2ccco2)N2CCCC2)cc1 (configuration not stated) | -13 | 6
COCCn1c(SCC(=O)Nc2ccc(F)cc2)nc2c([nH]c3ccccc32)c1=O | -23 | 8
CC(C)n1cnc2c(N(C)c3ccccc3)nc(N(CCN(C)C)Cc3ccccc3)nc21 | -36 | 0
CC(C)(C)n1nc2c(c1NC(=O)c1ccc([N+](=O)[O-])cc1)CS(=O)(=O)C2 | -18 | 23
O=C(O)c1ccccc1-c1ccccc1C(=O)Nc1cccc(-c2nc3ccccc3o2)c1 | -13 | 25
COc1ccc(N=C2C(=O)Nc3c(C)cccc32)cc1 | -12 | 21
CCOc1ccc(Cl)cc1CSc1n[nH]c(C)n1 | -18 | 13
O=C(CN1C2CCCC1CC(NC(=O)c1ccccc1)C2)Nc1nccs1 (configuration not stated) | -25 | 6
O=C(CSc1nnc(-c2ccncc2)n1-c1ccccc1)Nc1ccc(C(=O)O)cc1 | -12 | 13
CCOC(=O)c1cc(C)sc1/N=C/C1C(=O)CC(C)(C)CC1=O | -5 | 7
CCc1ccccc1NC(=O)CN(C)C(=O)CSc1nnc(Nc2cccc(C)c2C)s1 | -20 | 13
CCNC(=S)NNC(=O)c1ccncc1 | -10 | 10
O=C(C1CC1)N1CCc2cc(S(=O)(=O)NCCC3=CCCCC3)ccc21 | -34 | 36
N#CCCN(Cc1cccnc1)C(=S)NC(=O)C1CC1 | -17 | 3
CCCCNC(=O)NNc1nc(Cl)cc(C)c1C#N | 7 | 14
COCCNc1cc(NCCOC)c([N+](=O)[O-])cc1[N+](=O)[O-] | -19 | 15
CCOC(=O)Cc1nnc(NC(=O)C23CC4CC(CC(C4)C2)C3)s1 | -22 | 10
CSc1ccc(CCNS(=O)(=O)c2ccc3c(c2)C(C)(C)C(=O)N3C)cc1 | -20 | 10
Cc1cc(C)n2cc(CSc3nc4ccccc4[nH]3)nc2n1 | -14 | 20
COC(=O)[C@@H](c1ccccc1)N(C)S(=O)(=O)c1cccc(S(=O)(=O)N(C)[C@@H](C(=O)OC)c2ccccc2)c1 | 46 | 45
CCc1nnc(NC(=O)c2cccnc2)s1 | -17 | 32
Cc1cccc(-n2c(O)c(C=Nc3cccc(O)c3)c3ccccc3c2=O)n1 | -5 | 19
CCOP(=O)(Nc1ccc2oc(=O)c3ccccc3c2c1)OCC | -28 | -4
CC(NC(=O)CC1Nc2ccccc2NC1=O)c1ccccc1 (configuration not stated) | -18 | 33
Cc1ccc(F)cc1N=Cc1c(O)c2ccccc2oc1=O | -20 | 58*
CCSc1nnc2ccc(-c3ccco3)nn12 | -1 | 36
Cc1nc2ccc(C(=O)Nc3ccc4nc[nH]c4c3)cc2[nH]1 | -7 | 20
Cc1ccc(NCC(=O)N/N=C/c2cc3ccccc3nc2Cl)cc1 | -29 | 6
COc1ccc(CN2CCOCC2)cc1OC | -17 | 32
COc1ccc(C(=O)NC(Nc2ccccc2)C(Cl)(Cl)Cl)cc1 (configuration not stated) | -5 | 13
Cc1ccc2nc(N(CCCN(C)C)C(=O)c3cc4ccccc4oc3=O)sc2c1 | -24 | 34
COc1cc(C2CC(=O)C3=C(C2)Nc2ncnn2C3c2cccs2)cc(OC)c1OC (configuration not stated) | -18 | 14
Cc1c(/N=C/c2ccco2)n(Cc2ccccc2)c2ccccc12 | -25 | 7
COC1(c2ccccc2)NC(=S)NN=C1c1ccccc1 (configuration not stated) | -15 | 24
CCC(C(=O)Nc1ccsc1C(=O)OC)c1ccccc1 (configuration not stated) | -18 | 19
CCCCOc1ccc(C(=O)N2CCN(c3ccc(N4CCOCC4)nn3)CC2)cc1 | -23 | 11
Cc1cc(C)c2c(N)c(C(=O)NN3CC(=O)N(c4ccccc4F)CC3=O)sc2n1 | -9 | 30
Cc1ccsc1C(=O)Nc1ccccc1N1CCOCC1 | -13 | 13
CC(C)CNC(=O)COC(=O)c1cccc(S(=O)(=O)NCC(F)(F)F)c1 | 7 | 1
N#Cc1cccc(NC(=O)COC(=O)c2ccc3c(=O)n4c(nc3c2)CCC4)c1 | -5 | 4
O=S(=O)(Nc1ccc(-c2ccc(N3CCOCC3)nn2)cc1)c1cc(Cl)ccc1Cl | -10 | 22
Cc1ccc(C23CCC(=O)N2C(C(=O)O)CS3)c(C)c1 (configuration not stated) | 1 | 6
COC(=O)Cc1ccc(NC(=S)NCc2ccccc2OC)cc1 | -5 | 16
CCCn1c(SCC(=O)NC2CC2)nnc1-c1ccccn1 | -59 | 10
CCSC1=NC(=O)/C(=C2/C=Cc3ccccc3N2CC)S1 | -16 | 29
C/C(=N\NC(=O)c1ccc(-c2ccccc2)cc1)c1cccc(N)c1 | -14 | -1
NCCCCCc1nnc(SCC(N)=O)o1 | -1 | 9
CSCC[C@H](NC(=O)C1CCN(S(=O)(=O)c2ccc(C)cc2)CC1)C(=O)NCc1ccco1 | -41 | 3
COc1ccc2oc(C(=O)OCC(=O)N(C)c3c(N)n(Cc4ccccc4)c(=O)[nH]c3=O)c(C)c2c1 | -25 | -1
CC1(C)C(C=C(Cl)Cl)C1C(=O)NC(O)C(=O)c1ccccc1 (configuration not stated) | -13 | 7
CCn1nnnc1NCc1ccc(OCc2c(F)cccc2Cl)c(OC)c1 | -13 | 10
Cc1nc(NC(C)c2ccccc2)c2c3c(sc2n1)CCC3 (configuration not stated) | -34 | 12
Cc1ccc(NC(=S)N/N=C/c2ccc([N+](=O)[O-])s2)cc1 | -4 | 33
O=C(COC(=O)c1cccc(S(=O)(=O)N2CCOCC2)c1)Nc1nc(-c2ccccc2Cl)cs1 | 33 | 9
Cc1ccc(CC(SCc2ccccc2)C(=O)O)cc1C (configuration not stated) | -27 | 28
(more compounds)
SMILES | OX1R antag-1 | OX1R antag-2
COC(=O)[C@H](C(C)C)N(Cc1ccccc1)S(=O)(=O)CCNC1CCCC1 | -29 | 8
COC(=O)c1ccc(OCC(=O)c2ccc(C)c(C)c2)cc1 | -7 | 2
N#C/C(=C\c1c[nH]c2ccccc12)C(=O)NC1CC1 | -9 | 13
COc1ccc(/C=C(\NC(=O)c2ccco2)C(=O)NC(Cc2ccccc2)C(=O)O)cc1 (configuration not stated) | -19 | 13
COc1ccc(C(=O)NN=C2CCCC2)cc1OC | -17 | 13
Cc1onc(-c2ccccc2)c1C(=O)Nc1ccc(N2CCOCC2)cc1 | -11 | 12
Fc1cccc2sc(N3CCCCC3)nc12 | -16 | 17
Cc1cc(C)n(-c2nc3c(c(=O)n(C)c(=O)n3C)n2C)n1 | -1 | 10
O=C(NC(=S)NCCC1=CCCCC1)c1ccccc1Br | -10 | 65*
C=CCC(c1ccccc1F)N(CCN1CCOCC1)C(=O)Nc1cccc(Cl)c1 (configuration not stated) | -33 | 8
CCOC(=O)c1c(N)sc(C(=O)N2CCCC2)c1C | -16 | 21
COC(=O)c1cc(NC(=O)CN(C)Cc2ccccc2)cc(C(=O)OC)c1 | -31 | 5
Cc1ccn2c(Nc3ccc4c(c3)OCO4)c(-c3ccccn3)nc2c1 | -36 | 36
Cc1ccc(NC(=S)Nc2cccc(S(=O)(=O)Nc3c(C)n(C)n(-c4ccccc4)c3=O)c2)cc1 | -11 | 18
O=C(NCCOc1cccc(Oc2ccccc2)c1)c1cc(-n2cnnc2)ccc1Cl | -6 | 9
CC(=O)O[C@@]1(C)C[C@@H](O)[C@]2(O)C=CO[C@@H](O[C@@H]3O[C@H](CO)[C@@H](O)[C@H](O)[C@H]3O)[C@@H]21 | 3 | 6
COc1cc([C@@H]2CC=C(C(=O)O)CN2S(=O)(=O)c2ccc(C)cc2)cc(OC)c1OC | -17 | 5
CCn1c(C(O)c2cccc(OC)c2OC)nc2ccccc21 (configuration not stated) | -3 | 29
CC(C)C(C(=O)NCC1CCCO1)N(C(=O)CNS(=O)(=O)c1ccccc1)c1ccc(F)cc1 (configuration not stated) | -37 | 12
CNC(=O)/C=C1\NC(C)(C)Cc2c1ccc1ccccc21 | -30 | 24
CC1CCCC(C)N1C(=O)COC(=O)c1ccc[nH]c1=O (configuration not stated) | -13 | 7
CCN(CC)C(=O)COC(=O)C1=NN(c2cc(C)ccc2C)C(=O)CC1 | -8 | 3
CNC(=O)c1ccc(CNC(=O)OCC(F)(F)F)cc1 | -1 | 13
C/C(=N\NC(=O)c1ccc(Cl)cc1)c1ccccn1 | -3 | 0

Reprinted from the part before: two compounds, followed by the next part.
SMILES | OX1R antag-1 | OX1R antag-2
CNC(=O)c1ccc(CNC(=O)OCC(F)(F)F)cc1 | -1 | 13
C/C(=N\NC(=O)c1ccc(Cl)cc1)c1ccccn1 | -3 | 0
CN=C1S/C(=C\c2ccc(N3CCOCC3)c(F)c2)C(=O)N1C | -13 | 15
CCc1ccc2[nH]c(=O)c(CN(CCN3CCOCC3)C(=O)Nc3ccccc3F)cc2c1 | -32 | 18
CC(C)Cc1ccc(CN2CCCC(NC(=O)CSc3nncn3C)C2)cc1 (configuration not stated) | -6 | 10
Cc1ccc2[nH]c(=O)c(C(c3nnnn3CC3CCCO3)N3CCCc4ccccc43)cc2c1 (configuration not stated) | -24 | 21
CN(C)C(=O)c1ccc(Nc2ncnc3sc4c(c23)CCCCC4)cc1 | -40 | 4
CCn1c(-c2cc(-c3cc(C)ccc3C)nc3ccccc23)n[nH]c1=S | -31 | 17
COc1cc(/C=N/n2cnc3scc(-c4cccs4)c3c2=O)cc(OC)c1OC | -26 | 15
COc1ccc(N)cc1S(=O)(=O)Nc1ccccc1Cl | -10 | 11
CCOC(=O)Cn1c(CN(Cc2ccccc2)Cc2ccccc2)nc2c1c(=O)[nH]c(=O)n2C | -50 | 5
CN(C)c1nc(-c2ccccc2)nc(-c2ccc(Cl)cc2)c1C#N | -2 | 3
COc1ccccc1OCc1nc(Cc2ccc(Cl)cc2)no1 | -5 | 18
Cc1nn(-c2cccc(C(F)(F)F)c2)c(=O)c2noc(C)c12 | -12 | 12
O=C(Cn1c(C(F)(F)F)nc2ccccc21)NCCN1CCCC1 | -20 | 2
COC(=O)c1ccc(N2CCN(CCNC(=O)Nc3ccc(OC)cc3)CC2)cc1 | -12 | 8
Cc1cc(/C=N/O)c(C)n1-c1ccccc1 | -8 | 13
COc1ccccc1CNC(=O)c1cc(S(=O)(=O)N2CCOCC2)cn1C | -10 | 10
C=CCn1c(SCc2n[nH]c(=S)n2-c2ccccc2)nnc1-c1ccccc1 | -8 | 1
C=CC[C@H](CC(=O)NCCO)C(=O)NC[C@@H](OC(=O)[C@@H](CC=C)Cc1ccc(F)cc1)c1ccccc1 | -14 | 9
CC(NC(=S)Nc1ccc(F)cc1)C(c1cccs1)N1CCOCC1 (configuration not stated) | -26 | -10
COc1ccc(CNC(=O)c2ccc(C)o2)cc1 | -19 | 6
CCOc1ccc2nc(SCC(=O)NCc3ccc(S(N)(=O)=O)cc3)[nH]c2c1 | -17 | 12

Shown field by field: part of the list above
Cc1cc(/C=N/O)c(C)n1-c1ccccc1
- OX1R antag-1 = -8
- OX1R antag-2 = 13

COc1ccccc1CNC(=O)c1cc(S(=O)(=O)N2CCOCC2)cn1C
- OX1R antag-1 = -10
- OX1R antag-2 = 10

C=CCn1c(SCc2n[nH]c(=S)n2-c2ccccc2)nnc1-c1ccccc1
- OX1R antag-1 = -8
- OX1R antag-2 = 1

C=CC[C@H](CC(=O)NCCO)C(=O)NC[C@@H](OC(=O)[C@@H](CC=C)Cc1ccc(F)cc1)c1ccccc1
- OX1R antag-1 = -14
- OX1R antag-2 = 9

Random draw from the library (roughly 2% active in at least one column).
